TDP1 cell noCPT: qHTS for Inhibitors of human tyrosyl-DNA phosphodiesterase 1 (TDP1): qHTS in cells in absence of CPT | AID 686978, 2013 | Potency, µM (series often up to 46.2 µM), for the others: at the highest dose activity change, negative = growth inhibition, hits mostly inhibitors | DT40 Tdp1-/- hTDP1 cells, no CPT, ATP luminescence, 48 h | actives 15% (n = 420,000); active = well fitted inhibition curve with a large enough effect; inconclusive = small, poorly fitted or top-dose-only effect; also: nearly all actives have a fitted effect of over 55% in size
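Chicken DT40 Tdp1-/- cells complemented with human TDP1, screened without camptothecin (DMSO vehicle only), 400 cells/well. Compounds pin-transferred, cells incubated at 37 °C for at least 48 hr. Growth read as ATP-dependent luminescence (CellTiter-Glo, 30 min at RT).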
An asterisk follows results filed as active; ? = inconclusive. % is scaled to controls: 0 for no effect and ±100 for the full control effect; potency is read from the fitted curve at half-maximal effect. Some of the compounds tested, so the mix of outcomes need not match the whole.

mol	TDP1 cell noCPT
CC(C)n1ncc2c(C(=O)Nc3ccccc3SCC(N)=O)cc(C3CC3)nc21	?
O=C1OC(c2ccccc2)(c2cc(Br)ccc2O)c2ccccc21 (centres undefined)	?
CCCCN(CCCC)c1ccc(C=Nc2ccc(/C=C/c3ccnc4ccccc34)cc2)cc1C	10µM*
CC1(C(=O)O)CCCN(C(=O)c2cc3ccccc3s2)C1 (centres undefined)	5%
COc1ccc(-c2ccc(CN3C(CC(C)C)C(=O)N(Cc4cn(CC5CCCCC5)nn4)CCS3(=O)=O)cc2)cc1 (centres undefined)	9.2µM*
CC(C)C(Cl)=NOC(=O)Nc1ccc(F)cc1	2.3µM*
COc1ccc(-n2sc3ccccc3c2=O)cc1	2.9µM*
Cc1cc(C(=O)NCc2nnc3n2CCN(Cc2ccc4c(c2)Cc2ccccc2-4)CC3)c(C)o1	16µM*

Further results:
mol	TDP1 cell noCPT
Cc1ccc(CS(=O)Cc2ccc(C(=O)N3CCN(c4cccc(C)c4C)CC3)o2)cc1 (centres undefined)	21µM*
Cc1cccc(-c2cc(NCCc3cccnc3)n3nccc3n2)c1	-3%
COc1ccc(Cc2c(-c3ccccc3)nc3cc(C)c(Br)c(C)n23)c(C)c1	?
CC(C)C(=O)N1CCCCCCN1C(=O)C(C)C	-26%
CC(=O)N1CCc2ccc([N+](=O)[O-])cc21	-21%
O=c1ccn([C@@H]2O[C@H](CNCC3=Cc4cc(O)ccc4OC3)[C@@H](O)[C@H]2O)c(=O)[nH]1	-2%
CN(C(=O)c1cccc(NC(=O)Cc2cccc(NC(=O)C3CCCN(C(=O)C4CC4)C3)c2)c1)C1CC1 (centres undefined)	-1%
CC(C)N(c1ccccc1)c1ccc(NC(=O)[C@@H]2O[C@H](CO)[C@H](O)[C@H](O)[C@H]2O)cc1	-7%

Next part.
mol	TDP1 cell noCPT
O=C(NC1CCCCC1)OC1CC2CC1[C@H]1CCCCN1C2=O (some centres undefined)	-12%
O=C(COC(=O)c1cccc(S(=O)(=O)N2CCCCC2)c1)NCc1cccc(Cl)c1	1%
C[C@H]1CC[C@]2(O[C@@H](CCO)C[C@H](O)[C@H]2O)O1	0%
COc1ccc(CNC[C@H]2O[C@@H](n3ccc(=O)[nH]c3=O)[C@H](O)[C@@H]2O)cc1	-12%
O=C1Nc2ccccc2SC1=Cc1ccccc1	?
C[C@@H]1CCCCO[C@@H](CN(C)C(=O)CCCN(C)C)[C@@H](C)CN([C@H](C)CO)C(=O)c2cc(NC(=O)CCC(F)(F)F)ccc2O1	-24%
O=C(NC1CCCCC1)C(CCc1ccccc1)N1CCOCC1 (centres undefined)	1%
CCN(CCN(C)C)C(=O)c1ccc2nc(C)c(N(C)C(=O)CCc3ccccc3)n2c1	10%

(listing goes on)
mol	TDP1 cell noCPT
CC1C(=O)N(Cc2cn(CCC3OCCCO3)nn2)CCS(=O)(=O)N1Cc1ccc(-c2ccncc2)cc1 (centres undefined)	9.2µM*
CCCCN(C(C)=O)c1ccc2c(c1)C1CC2CCN1C(=O)OCc1ccccc1 (centres undefined)	3.7µM*
CNC(=O)OC1CC2CC1[C@H]1CCCCN1C2=O (some centres undefined)	-3%
COc1cc(OC)cc(-c2noc([C@@H]3O[C@H](CO)[C@@H](O)[C@H]3O)n2)c1	?
OC(c1ccc(Cl)cc1)c1ncc(-c2ccc(Cl)cc2)[nH]1 (centres undefined)	?
COc1ccccc1CNC(=O)c1cc(S(=O)(=O)N2CCN(c3ccccc3)CC2)ccc1Cl	?
CC1(C(=O)NS(=O)(=O)c2ccc(Cl)cc2)CCN1C(=O)C1(c2ccccc2)CCCC1 (centres undefined)	?
CCc1nc2c(OCc3cccc(Cl)c3)cccn2c1N(C)C(=O)c1ccco1	?

(list continues)
mol	TDP1 cell noCPT
O=C(c1cccs1)N1C[C@H](n2cc(C3CC3)nn2)[C@@H](O)C[C@@H]1c1ccc(Cl)cc1	?
Cc1nc([N+](=O)[O-])cn1-c1ccc([N+](=O)[O-])cc1	-3%
C(=C\c1ccccc1)/CN1CCN(C(c2ccnc3ccccc23)c2nnnn2-c2ccc3c(c2)OCCO3)CC1 (centres undefined)	21µM*
CCCCCc1c(-c2ccc(OC)c(OC)c2)ncn1CCc1ccccc1OC	2.6µM*
Cc1cccc(NC(=O)C2CC3CCC2C3)c1C (centres undefined)	2%
Cc1nc(SCC(=O)c2cc(C)n(C3CC3)c2C)c2ccccc2n1	7.3µM*
C#CCNC(=O)C[C@@H]1C[C@@]2(C(=O)OCC)CCCC=C2N(Cc2ccc3c(c2)OCO3)C1=O	-27%
CCOC(=O)C1=CCC(c2ccc(C#N)cc2)N(S(=O)(=O)c2ccc(C)cc2)C1 (centres undefined)	16µM*

6 compounds from above, ordered by number of heavy atoms, falling:
mol	TDP1 cell noCPT
C(=C\c1ccccc1)/CN1CCN(C(c2ccnc3ccccc23)c2nnnn2-c2ccc3c(c2)OCCO3)CC1 (centres undefined)	21µM*
C#CCNC(=O)C[C@@H]1C[C@@]2(C(=O)OCC)CCCC=C2N(Cc2ccc3c(c2)OCO3)C1=O	-27%
CCCCCc1c(-c2ccc(OC)c(OC)c2)ncn1CCc1ccccc1OC	2.6µM*
CCOC(=O)C1=CCC(c2ccc(C#N)cc2)N(S(=O)(=O)c2ccc(C)cc2)C1 (centres undefined)	16µM*
Cc1nc(SCC(=O)c2cc(C)n(C3CC3)c2C)c2ccccc2n1	7.3µM*
Cc1cccc(NC(=O)C2CC3CCC2C3)c1C (centres undefined)	2%

Other compounds:
mol	TDP1 cell noCPT
O=C(NCc1ccccc1Cl)c1ccc2sc([C@@H]3O[C@H](CO)[C@H](O)[C@H](O)[C@H]3O)nc2c1	1%
COc1ccc(N2c3ccccc3CN(Cc3ccccc3)CC2Cc2cc(OC)c(OC)c(OC)c2)cc1 (centres undefined)	?
CCOc1ccc(/C=C/c2cc[n+](C)c3ccccc23)cc1OCC	?
O=C(NCCCCCCCN1CCCCCCC1)C(C1CCCCC1)C1CCCCC1	15µM*
CC(Cc1ccccc1)Nc1ncnc2c1ncn2C1OC(CO)C(O)C1O (centres undefined)	-7%
COc1ccccc1CNC(=O)c1cc(-c2ccc(F)cc2OC)n[nH]1	?
Cc1ccccc1NC(=O)C(C)Sc1nnc(CN2CCCC2)n1Cc1ccccc1 (centres undefined)	16µM*
CN(C(=O)c1cccc(NC(=O)Cc2cccc(NC(=O)C3CCN(C(=O)C4CCC4)CC3)c2)c1)C1CC1	-13%

Retrieved by structure from the entries so far, two records:
mol	TDP1 cell noCPT
COc1ccc(-n2sc3ccccc3c2=O)cc1	2.9µM*
C[C@H]1CC[C@]2(O[C@@H](CCO)C[C@H](O)[C@H]2O)O1	0%

New compounds follow:
mol,TDP1 cell noCPT
COc1cccc(C2c3cc4c(cc3OC(C)(N3CCCC3)C2C)OCO4)c1O (centres undefined),10µM*
COc1cc(CNC(=O)c2cc(-c3cc(OC)ccc3Cl)n[nH]2)cc(OC)c1,-22%
CC1(C(=O)Nc2cccc(OC(F)(F)F)c2)Cc2c(-c3ccc4c(c3)OCO4)ccnc2O1 (centres undefined),?
Nc1ccn(C[C@@H](CO)OCP(=O)(O)O)c(=O)n1,1%
CN(C)c1ccc(CNC(=O)C2Cc3c(-c4cccc(C(N)=O)c4)ccnc3O2)cc1 (centres undefined),23µM*
O=C(NCCN1CCC(n2c(=O)[nH]c3ccccc32)CC1)c1cccc2c1-c1ccccc1C2=O,21µM*
CCc1nc2ccc(C(=O)NCCCn3ccnc3)cn2c1N(CC)C(=O)NCCc1ccccc1,-4%
O=C1c2cc(S(=O)(=O)N(CCO)CCO)ccc2-c2ccc(S(=O)(=O)N(CCO)CCO)cc21,8%
CCc1nc2c(OCC(N)=O)cccn2c1N(C)C(=O)C(C)C,-10%
O=C(NC1CCCCCCC1O)c1ccccc1 (centres undefined),-12%

Some of the entries above in a different format:
canonical_smiles: O=C(NCCN1CCC(n2c(=O)[nH]c3ccccc32)CC1)c1cccc2c1-c1ccccc1C2=O
  TDP1 cell noCPT: 21µM*
canonical_smiles: CCc1nc2ccc(C(=O)NCCCn3ccnc3)cn2c1N(CC)C(=O)NCCc1ccccc1
  TDP1 cell noCPT: -4%
canonical_smiles: O=C1c2cc(S(=O)(=O)N(CCO)CCO)ccc2-c2ccc(S(=O)(=O)N(CCO)CCO)cc21
  TDP1 cell noCPT: 8%

Next results
mol,TDP1 cell noCPT
O=C(Nc1ccccc1Cl)c1cc(C2CCCN(C(=O)OCCF)C2)on1 (centres undefined),-1%
COc1ncnc2c1ncn2CCCN(C)CCc1ccccn1,2%
CC(C)C[C@@H]1CN(CCCC[C@H]2CNC(=O)C(=O)N2CCC2CCCCC2)C(=O)C(=O)N1Cc1ccccc1,-3%
CC(NC(=O)C1CCOCC1)c1nnc2n1CCN(Cc1ccc3cccnc3c1)CC2 (centres undefined),-4%
O=C(NC1CC1)c1cccc(NC(=O)C2CCCC2)c1,-4%
C[C@@H]1CN([C@@H](C)CO)S(=O)(=O)c2ccc(Br)cc2O[C@H]1CN(C)C(=O)Cc1cccnc1,-3%
CC1CCc2sc(C(=O)NN=C3CCCC3)cc2C1 (centres undefined),-29%
CN(C)CC1CC/C(=C\c2ccc(O)cc2)C1=O (centres undefined),1.3µM*
CCCNC(=O)C1(C)CCN(C(=O)c2cccc(C#N)c2)C1 (centres undefined),1%
C[C@H]1[C@@H](Cc2cc(Cl)cc(Cl)c2)N(c2ccccc2)c2ccccc2CN1Cc1ccccc1,-21%

Next entries
mol,TDP1 cell noCPT
C[C@H](CO)N1C[C@H](C)[C@@H](CN(C)Cc2cccc(F)c2)Oc2cc(-c3cccc(C#N)c3)ccc2S1(=O)=O,23µM*
Nc1ccc(Cc2ccc(C=O)cc2)cc1,12%
Clc1ccc(C=NN2CCCCCC2)cc1Cl,-22%
CCCCC[C@@H](C)N1C[C@@H](COCc2ccccc2)Oc2cc(N3CCC[C@H]3CO)ccc2S1(=O)=O,?
c1ccc(CSc2ncnc3c2oc2ccccc23)cc1,?
N#CCOc1ccccc1CNC[C@H]1O[C@@H](n2cnc(C(N)=O)n2)[C@H](O)[C@@H]1O,-18%
Cc1nc(C(F)(F)F)ccc1C(=O)N1CCCCCC1(C)C(=O)NCC(C)C (centres undefined),-5%
N=C(N)c1ccc(OCCCOc2ccc(C(=N)N)cc2)cc1,6.7µM*
Cc1nn(C)c(=S)[nH]c1=S,-15%
CCCNC(=O)c1onc(CSc2ccc(Cl)cc2)c1C(=O)NCCC(C)C,?

Continued.
mol,TDP1 cell noCPT
O=C(c1cc(-c2ccccc2)on1)N1CCOc2ccc(CN3CCOCC3)cc2C1,?
COc1cc(C(=O)OCc2csc(CC(=O)Nc3cc(C)ccc3C)n2)ccc1OC(F)F,?
O=C(NCCc1ccccc1Cl)c1cc(COc2ccc(F)cc2F)on1,?
NC(c1ccccc1)c1csc(Nc2ccc(C(F)(F)F)cn2)n1 (centres undefined),13µM*
O=C(Cc1ccc(-c2ccccc2)cc1)NO,?
COc1ccc(Nc2nc3cc(-c4ccsc4)sc3c(=O)n2C)cc1OC,?
C[C@@H](c1ccccc1)N1C[C@@H](COCc2ccccc2)Oc2cc(N3CC[C@H](O)C3)ccc2S1(=O)=O,18µM*
Cc1cn([C@H]2C[C@H](O)[C@@H](CCC(=O)NCc3cccc4ccccc34)O2)c(=O)[nH]c1=O,8%
Cc1cc(C)cc(CC(=O)N2CCC2(C)C(=O)NS(=O)(=O)c2ccccc2)c1 (centres undefined),-6%
CCCc1nnn(S(=O)(=O)c2ccc([N+](=O)[O-])cc2)c1CCC,-23%

The list goes on:
mol,TDP1 cell noCPT
ClC(=Nc1cccc2ccccc12)N(c1ccccc1)c1ccccc1,11µM*
c1ccc(OCCNc2ccn3nc(-c4ccco4)cc3n2)cc1,?
Cc1cccc(CNC(=O)c2cnn(-c3ncc(C)c(-c4ccc(F)cc4)n3)c2C)n1,-25%
COc1ccc(C(=O)NCCCNc2nc3cc(C)cc(C)c3cc2C#N)cc1,21µM*
CCOC(=O)[C@@H]1[C@H]2COc3cc(OC)ccc3[C@@H]2N2C(=O)N(c3ccc(C)cc3)C(=O)[C@]12C,-12%
CC(Sc1ncnc2sccc12)C(=O)Nc1ccc(S(=O)(=O)N2CCOCC2)cc1 (centres undefined),-33%
C[C@@H]1CN([C@H](C)CO)C(=O)CCCn2cc(nn2)CO[C@H]1CN(C)C(=O)Nc1ccccc1C(F)(F)F,-4%
O=c1c2ccccc2sc2ccc(NCCCN3CCOCC3)cc12,23µM*
COCOc1cccc(CN2CCC2(C)C(=O)Nc2ccc(C)cc2)c1 (centres undefined),?
O=C1NC[C@H](CCCCN2C[C@H](Cc3ccccc3)N(CC3CCCCC3)C(=O)C2=O)N(CC2CCCCC2)C1=O,29µM*

Additional records
mol,TDP1 cell noCPT
O=S1(=O)CC(N2CCSCC2)CN1Cc1cn(Cc2cccc(Cl)c2)nn1 (centres undefined),-18%
C[C@@H]1CN([C@@H](C)CO)C(=O)CCCn2nncc2CO[C@H]1CN(C)C(=O)C1CCCCC1,-18%
CN(C)CCN1C(=O)CCC2(C)C1=CCC1C2CCC2(C)C1CCC2(C)O (centres undefined),-10%
O=C1CNc2cc(Cl)ccc2N1,?
COC(=O)c1c(OCc2ccccn2)cc(=O)n2c1CCN(Cc1ccc3nsnc3c1)CC2,?
COc1ccccc1-c1noc2c1C(=O)N(Cc1cn(-c3ccc(Cl)cc3)nn1)CC2,23µM*
COc1cccc(C(=O)N2CCC[C@H]2C(=O)N2CCC[C@H]2C(=O)NCc2ccc(F)cc2F)c1,?
Cc1cc(-c2cc(C(=O)Nc3ccccc3)on2)nc(NCC2CC2)n1,-4%
COC(C/C=C/[C@H](O)[C@H](C)OCc1ccccc1)OC,-8%
CC(C)(C)CC(C)(C)SSc1n[nH]c(=S)s1,?
CC(Sc1nnc(CN2CCCC2)n1Cc1ccccc1)C(=O)Nc1ccc(F)cc1Cl (centres undefined),26µM*
CCc1nc2c(OCc3ccccc3)cccn2c1N(C)C(=O)c1ccc(OC)cc1,?

Compound activity from PubChem BioAssay.
